# BAZ2B block = inhibitors of human BAZ2B bromodomain | Q9UIF8 | AlphaScreen BAZ2B-H3K14Ac peptide displacement | Potency, µM (titrated, usually from 114 µM), for inactives: at the highest dose activity change, negative = inhibition, usual class: inhibitors | 360,000 compounds, 4.4% hits; further: on the % scale 0 is the no-effect control and ±100 the full control effect; nearly all actives have a fitted effect of over 60% in size
#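 AlphaScreen displacement of biotin-H3(5-23)K14Ac peptide (50 nM final) from BAZ2B (50 nM final) in PBS pH 7.4, 0.01% Tween-20; complex preformed 30 min RT, then compounds (top 110 uM) 30 min RT, beads 20 min dark.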
# POLI inh = inhibitors of human DNA polymerase iota; Pol iota fluorescent replication assay, 10 min; 390,000 compounds, 1% hits; Potency, µM (highest dose often 115 µM), for the others: top-dose activity, negative = inhibition, actives largely listed as inhibitors
# Target sequence (Q9UNA4 whole entry, looked up): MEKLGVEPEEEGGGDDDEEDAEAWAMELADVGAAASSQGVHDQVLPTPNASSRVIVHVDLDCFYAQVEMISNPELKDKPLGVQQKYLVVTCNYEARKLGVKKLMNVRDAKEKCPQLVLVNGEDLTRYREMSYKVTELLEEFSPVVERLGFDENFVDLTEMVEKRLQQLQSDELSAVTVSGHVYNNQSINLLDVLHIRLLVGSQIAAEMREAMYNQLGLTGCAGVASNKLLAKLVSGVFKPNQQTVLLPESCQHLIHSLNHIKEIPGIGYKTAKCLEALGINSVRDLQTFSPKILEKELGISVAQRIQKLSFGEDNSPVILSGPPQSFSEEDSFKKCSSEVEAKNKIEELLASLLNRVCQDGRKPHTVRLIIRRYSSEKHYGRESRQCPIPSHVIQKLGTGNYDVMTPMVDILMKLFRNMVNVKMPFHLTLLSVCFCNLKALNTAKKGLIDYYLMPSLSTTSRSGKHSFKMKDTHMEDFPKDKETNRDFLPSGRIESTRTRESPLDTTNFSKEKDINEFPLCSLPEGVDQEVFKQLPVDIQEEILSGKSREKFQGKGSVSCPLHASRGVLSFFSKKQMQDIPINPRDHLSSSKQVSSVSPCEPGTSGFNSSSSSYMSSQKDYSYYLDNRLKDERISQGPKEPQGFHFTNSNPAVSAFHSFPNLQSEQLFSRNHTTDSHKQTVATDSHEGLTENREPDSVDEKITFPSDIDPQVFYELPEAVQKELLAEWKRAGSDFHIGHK
#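 Fluorescent replication assay read twice, at 0 min and 10 min after adding 50 nM (final) substrate. Enzyme (10 nM) and compounds were first incubated 15 min at room temperature; enzyme-free buffer wells were negative controls.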
# Pin1 inh = human Pin1 inhibition; Q13526; Pin1 FP peptide displacement, HiFluor488, 10 min; Potency, µM (top dose mostly 115 µM), inactives show at the highest dose activity, negative = inhibition, most hits filed as inhibitors; 390,000 compounds, 0.009% hits; AID 504891; active means well fitted inhibition curve with a large enough effect in the polarisation, with a control signal flat, not every such curve was filed as active; inconclusive means small, poorly fitted or top-dose-only effect, or effect the other way, or a change in a side signal; inactive means no such curve, though single readings can be large or run the other way; the % refers to the polarisation; further: on the % scale 0 is the no-effect control and ±100 the full control effect
# HP1b chromo inh = inhibitors of HP1-beta chromodomain binding to methylated histone tails; P83916; AlphaScreen HP1-beta / biotin-H3K9me3 peptide binding; Potency, µM (top dose mostly 114 µM), without a hit: at the top dose activity change, negative = inhibition, hits mostly inhibitors; 390,000 compounds, 0.56% hits; AID 540317; further: nearly all actives have a fitted effect of over 70% in size; inactives centre near 23
#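 Compound inhibition of the preformed complex between 50 nM HP1-beta and 50 nM biotinylated H3K9me3 peptide was read by AlphaScreen. Buffer was PBS pH 7.4 with 0.01% Tween-20. Incubations ran 30 min at room temperature, with 10 ug/mL donor/acceptor beads.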
# JMJD2A Tudor inh = inhibitors of human JMJD2A Tudor domain. O75164. AlphaScreen JMJD2A-Tudor / H3K4me3 peptide binding. Potency, µM (doses to about 114 µM), inactives show at the top dose activity change, negative = inhibition, most hits filed as inhibitors. 390,000 compounds, 4.4% hits; further: on the % scale 0 is the no-effect control and ±100 the full control effect; nearly all actives have a fitted effect of over 50% in size
# BLM helicase inh = inhibitors of human Bloom syndrome helicase BLM | 350,000 compounds, 0.2% hits | Potency, µM (series often up to 56.1 µM), inactives show at the highest dose activity change, negative = inhibition, actives largely listed as inhibitors | P54132 | recombinant BLM DNA unwinding, fluorescence dequenching | AID 2528;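 further: plate controls were vehicle for no effect and no enzyme for full effect; nearly all actives have a fitted effect of over 35% in size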
# PGK inhibitor = inhibitors of T. brucei phosphoglycerate kinase | AID 602233 | Potency, µM (highest dose often 57.5 µM), inactives show at the top dose activity change, negative = inhibition, most hits filed as inhibitors | P07378 | PGK/GAPDH coupled, Kinase-Glo luminescence, 60 min | 380,000 compounds, 0.043% hits; further: on the % scale 0 is the no-effect control and ±100 the full control effect; nearly all actives have a fitted effect of over 60% in size
#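 Recombinant glycosomal PGK reaction used 1,3-bisphosphoglycerate generated in-well by GAPDH (100nM final) in 100mM TEA pH 7.6, 5mM MgCl2, 0.01% Tween-20. After 60 minutes at room temperature, ATP was read by Kinase-Glo Plus luminescence end-point.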
# GLS inh = glutaminase GLS (human) inhibition | AID 624170 | GLS enzymatic activity, qHTS titration | O94925 | 410,000 compounds, 0.21% hits | Potency, µM (doses to about 45.5 µM), inactives show at the top dose activity change, negative = inhibition, actives largely listed as inhibitors; further: on the % scale 0 is the no-effect control and ±100 the full control effect
#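 Enzyme dispensed in phosphate buffer (45 mM, pH 8.2, 0.02% Tween-20), compounds pinned in, then 1 mM L-glutamine solution and the glutamate oxidase–HRP–Amplex Red mix added; fluorescence read immediately and again after 30 min at room temperature.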
# G9a inh = G9a (human) methyltransferase inhibition; Potency, µM (highest dose often 102 µM), inactives show at the top dose activity, negative = inhibition, most hits filed as inhibitors; Q96KQ7; 350,000 compounds, 8.8% hits; G9a H3K9 monomethylation, AlphaScreen, 2 h; further: on the % scale 0 is the no-effect control and ±100 the full control effect; nearly all actives have a fitted effect of over 75% in size
# Target sequence (Q96KQ7 913-1193 limits assumed): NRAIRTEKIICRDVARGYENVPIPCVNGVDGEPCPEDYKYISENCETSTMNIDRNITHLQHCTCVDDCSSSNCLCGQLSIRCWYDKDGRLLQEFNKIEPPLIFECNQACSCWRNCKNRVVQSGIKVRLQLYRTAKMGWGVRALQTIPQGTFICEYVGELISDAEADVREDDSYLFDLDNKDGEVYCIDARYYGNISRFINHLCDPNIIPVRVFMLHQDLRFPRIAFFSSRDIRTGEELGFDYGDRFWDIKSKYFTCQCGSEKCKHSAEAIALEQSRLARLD
#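 Compounds were preincubated with 20 nM G9a for 15 min, after which biotinylated H3K9 peptide (500 nM) and SAM (20 uM) started a 2 h room-temperature reaction. Monomethylated product was quantified by antibody-based AlphaScreen chemiluminescence.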
# Starred values were filed as active, the others as inactive; i = inactive; ? = inconclusive; . = no result given; & = joins results of further samples; [ ] = remark or other dose. Unless noted, the call rests on the fitted dose curve; in most records, active means well fitted curve in the direction sought with a large enough effect; inconclusive means small, poorly fitted or top-dose-only effect, or another doubt; inactive means no such curve, though single readings can be large; an effect the other way counts as inactive or inconclusive. Potency means the concentration at half of the fitted maximal effect. This is a subset, so the mix of outcomes need not match the whole.
BLM helicase inh	HP1b chromo inh	GLS inh	POLI inh	JMJD2A Tudor inh	PGK inhibitor	Pin1 inh	G9a inh	BAZ2B block	mol
-0.3%	?	18.1%	10.8%	?	-5.2%	1.0%	28.2µM*	?	Cc1cc(=O)[nH]c(N=N/C(=N/Nc2ccccc2C)c2ccccc2)n1
.	-0.5%	8.8%	1.5%	-7.6%	-4.9%	3.8%	3.55µM*	9.4%	CCNc1nnc(SCC(=O)NC2CCCCCC2)s1
-9.8%	66.7%[activator]	0.3%	53.7%[activator]	-24.2%	i	?	44.1%[activator][59 µM]	13.3%	CCOC(=O)c1cccc(NC(=O)c2cc3sccc3n2Cc2ccc(Cl)cc2)c1
.	20.8%	10.7%	-7.7%	-21.8%	-8.8%	-0.4%	.	.	O=C(C[C@H]1C/C=C\CC[C@H](Cc2ccc(F)cc2)C(=O)O[C@@H](c2ccccc2)CNC1=O)N[C@@H](CO)Cc1ccccc1
-0.2%	29.1%	32.1%[activator]	1.6%	-25.1%	-2.0%	2.7%	?	-7.7%	COc1cc(Br)cc(CN2CCN(c3ncccn3)CC2)c1O
-5.2%	22.4%[57 µM]	-3.4%	-17.2%	-24.0%	-7.2%	3.8%	-4.1%[59 µM]	-17.6%	CCOC(=O)C1CCCN(C(=O)C2CCN(S(=O)(=O)c3c(C)noc3/C=C/c3ccc(C)cc3)CC2)C1 (configuration not stated)
.	7.1%	4.9%	11.6%	-34.1%	-4.5%	0.8%	.	.	CCN(C[C@H]1N[C@@](Cc2ccccc2)(C(=O)OC)[C@H]2C(=O)N(Cc3ccccc3)C(=O)[C@@H]12)S(=O)(=O)c1ccc(OC(F)(F)F)cc1
2.0%	30.4%	-0.6%	14.2%	-21.6%[57.1 µM]	-3.4%	0.2%	3.6%	1.2%	COc1ccc(NC(=O)COC(=O)c2ccc(OCc3ccc(Cl)cc3Cl)c(OC)c2)c(OC)c1
-4.9%	12.3%	?	13.1%	-26.4%	-2.1%	-19.8%	?	?	O=C(O)c1cc2ncc(CCO)cn2n1
1.4%	40.9%[activator]	-2.1%	-14.7%	-12.4%	i	-4.3%	?	-0.7%	COc1cc(OC)cc(-c2cc3nc(C)c(CCC(=O)Nc4nc(C)cs4)c(C)n3n2)c1
.	27.8%	1.2%	21.0%	-14.3%	-0.6%	-0.7%	.	.	CC(C)(C)OC(=O)C[C@@H]1C/C=C\C[C@H](CC(=O)N[C@@H](CO)Cc2ccccc2)C(=O)N[C@H](C(C)(C)C)COC1=O
-4.7%	?	4.0%	-18.3%	?	i	-10.9%	?	-11.8%	CN(C(=O)CC1C(=O)NCCN1Cc1ccc(F)cc1)C1CCOCC1 (configuration not stated)
-17.9%	27.4%	0.3%	-13.8%	-8.9%	3.9%	0.5%	?	-25.6%	CCC(c1nnc(SCC(=O)Nc2c(F)cccc2F)n1Cc1ccccc1)N(C)C (configuration not stated)
-0.9%	22.7%	5.7%	8.1%	0.7%	4.9%	-0.1%	1.3%	-14.5%	O=C(c1ccc2ncsc2c1)N1CCN(c2nc3ccccc3s2)CC1
-1.2%	50.3%[activator]	-1.6%	5.5%	-2.8%	-8.9%	-4.3%	7.0%	26.7%	CCC(=O)n1nc(-c2ccc(OC)cc2)nc1NCc1cccs1
.	24.0%	1.2%	12.2%	-23.9%	-6.4%	-7.4%	.	.	CC(C)NC(=O)Nc1ccc2c(c1)C(=O)N([C@H](C)CO)C[C@H](C)[C@@H](CN(C)S(=O)(=O)c1cccs1)O2
-6.1%	10.2%	8.3%	-2.1%	-8.7%	-4.5%	4.1%	-46.8%[12.7 µM]	-26.0%	O=C(CCC(=O)c1cccs1)Nc1nnc(C2CC2)s1
-5.6%	64.8%[activator]	0.3%	-8.6%	5.2%	-3.8%	16.0%	-2.6%[59 µM]	16.3%	O=C(Nc1cc(Cl)ccc1Cl)c1cc(S(=O)(=O)N2CCCc3ccccc32)ccc1F
-6.4%	?	9.3%	-2.2%	56.2µM*	-0.3%	-1.2%	44.7µM*	39.8µM*	Brc1ccc(CSc2nccn2-c2ccccc2)cc1
-1.3%	1.4%	28.5%	82.3%[activator]	-10.9%	-0.8%	-1.0%	-7.1%	3.2%	CC(=O)Nc1ccc(S(=O)(=O)Nc2ccccc2C(=O)NCc2cccnc2)cc1
-3.9%	48.6%[activator]	0.0%	-5.4%	-1.5%	-0.9%	-0.4%	-5.4%[59 µM]	-18.6%	Cc1ccc(S(=O)(=O)N(CC(=O)Nc2ccc(F)cc2F)Cc2ccc(F)cc2)cc1
-1.7%	41.7%[activator]	-5.8%	12.7%	-12.1%	i	-6.1%	-5.1%[59 µM]	-15.1%	COC(=O)c1cc(S(=O)(=O)NCc2cccs2)c[nH]1
.	-7.9%	1.5%	7.0%	?	-10.4%	7.3%	.	.	Cn1cccc1C(=O)Nc1ccc(Cl)c(S(=O)(=O)N2CCCCC2)c1
.	3.6%	5.5%	17.1%	-13.5%	-6.7%	-7.4%	-6.3%[59 µM]	7.5%	COc1ccc(NC(=O)CSCC(=O)N(C)Cc2ccc3c(c2)OCCO3)cc1
.	40.0%	-1.0%	17.4%&-16.3%	-4.3%	0.3%	-2.5%	2.3%[2.33 µM]	9.7%	COc1cc(CNS(=O)(=O)CCl)cc(OC)c1OC
-6.7%	27.7%	-0.3%	53.3%[activator]	-9.1%	-7.8%	-8.8%	-5.7%	-11.4%	CC(C)C[C@H](NC(=O)N1CCn2c1nc1ccccc12)C(=O)NCCc1ccccc1
3.2%	9.6%	0.5%	9.1%	-10.3%	-4.6%	4.7%	1.0%[59 µM]	13.7%	CC(C)CC1=NC(C(F)(F)F)(C(F)(F)F)c2c(n(CC(C)C)c(=O)[nH]c2=O)N1
-2.4%	20.2%	20.7%	6.7%	?	i	-1.6%	53.0%[activator][59 µM]	-34.2%	Cc1ccc(C(=O)NNc2nc3ccccc3nc2C(F)(F)F)cc1
-1.4%	19.2%	-5.2%	-19.5%	-14.0%	.	10.0%	2.4%[59 µM]	-1.5%	O=C(CSc1nnnn1-c1ccccc1F)Nc1nc2ccccc2s1
.	29.8%	-9.8%	-6.7%	-10.1%	0.1%	-1.7%	.	.	Cc1ccc(-n2nc(C)c3c2C(Br)C(C)(C)CC3=O)nc1 (configuration not stated)
-14.9%	58.8%[activator]	-2.4%	47.0%[activator]	-5.3%	-7.0%	?	3.2%[59 µM]	-1.9%	CCOc1ccc(-c2cc3nc(C4CCN(C(=O)OC(C)(C)C)CC4)c(C(=O)Nc4cccc(Cl)c4C)cn3n2)cc1
.	3.3%	15.7%	-1.9%	-17.9%	-4.9%	-6.3%	-26.3%	9.6%	Cc1cccc(NS(=O)(=O)c2cccc(C(=O)NCC3(N4CCCCC4)CCCCC3)c2)c1
3.7%	-12.9%	-18.0%	104.8%[activator]	?	-9.4%	-5.8%	-10.7%	-15.7%	Cc1c(NS(=O)(=O)c2ccc(Cl)c(C(=O)OCC(=O)NCc3ccco3)c2)c(=O)n(-c2ccccc2)n1C
-8.0%	18.5%	-0.8%	10.5%	-33.7%	i	9.2%	-26.0%[59 µM]	-23.7%	COc1ccc(NC(=O)CN2C(=O)CC(c3ccc(C)c(C)c3)=Nc3ccccc32)cc1OC
-9.8%	9.1%	0.0%	31.4%[activator]	-25.7%	2.3%	13.8%	56.2µM*	-23.1%	COC(=O)c1ccc(Oc2coc3cc(OCc4ccc([N+](=O)[O-])cc4)ccc3c2=O)cc1
1.1%	22.6%	14.0%	4.5%	-18.5%	12.9%	-0.2%	-2.9%[59 µM]	-17.3%	COc1ccccc1N1CCN(c2ncc3c(n2)CCN(Cc2ccccc2F)C3)CC1
-14.9%	121.3%[activator]	0.8%	10.6%	43.6%[activator]	-6.0%	2.1%	23.2%[59 µM]	29.7%	O=c1c2ccccc2c(=O)n(Cc2ccccc2)n1Cc1ccccc1
.	31.1%	9.9%	-9.7%	-12.7%	-6.7%	-28.8%	13.8%[2.33 µM]	-29.3%	Cc1ccc(S(=O)(=O)N2[C@@H](c3ccccc3F)C(C(=O)O)=CC[C@H]2c2ccc(C(C)C)cc2)cc1
-3.8%	15.0%	11.0%	27.6%	-31.8%	-9.8%	-4.4%	-15.3%	-24.6%[57.1 µM]	COc1ccccc1C(=O)Nc1ccnn1C1CCN(Cc2cn(C)c3ccccc23)CC1
2.5%	4.4%	-5.4%	8.0%	50.1µM*	2.1%	-6.6%	4.47µM*	10.3%	C=CCn1c(CSc2nc3ccccc3s2)n[nH]c1=S
-2.3%	41.9%[activator]	-5.6%	43.4%[activator]	-21.6%	-7.7%	3.2%	-1.8%[59 µM]	-4.5%	O=C1COc2ccc(C(=O)COC(=O)c3sc4ccccc4c3Cl)cc2N1
-6.7%	25.2%	5.5%	19.9%	19.6%	i	-3.3%	24.5%[59 µM]	8.8%	O=C(O)C1C2C=CC(C2)C1C(=O)NCc1ccc(Cl)c(Cl)c1 (configuration not stated)
-0.1%	-11.5%	-2.0%	-20.1%	-25.0%	i	-2.6%	4.2%	-15.4%	N#Cc1cn(CCOC(=O)c2cccc(C(F)(F)F)c2)c(=O)[nH]c1=O
.	38.0%	1.3%	15.8%	0.7%	0.8%	1.4%	.	.	O=C(COC(=O)c1cc(Cl)ccc1O)Nc1ccccc1C(=O)NC1CC1
4.3%	10.6%	-3.6%	66.4%[activator]	-1.7%	1.5%	-1.2%	6.9%[59 µM]	-5.6%	C=Cn1cc[n+](CC(=O)c2ccc(C)cc2)c1
